# HP1b chromo inh – HTS for Inhibitors of HP1-beta Chromodomain Interactions with Methylated Histone Tails; Chromobox protein homolog 1 (Homo sapiens), P83916; AlphaScreen HP1-beta / biotin-H3K9me3 peptide binding; Potency, µM (series often up to 114 µM), without a hit: top-dose activity change, negative = inhibition, most hits filed as inhibitors; 0.56% of 390,000 active; AID 540317, 2011; further: potency means the concentration at half of the fitted maximal effect; nearly all actives have a fitted effect of over 70% in size; inactives centre near 23
# Target sequence (P83916 whole entry, looked up): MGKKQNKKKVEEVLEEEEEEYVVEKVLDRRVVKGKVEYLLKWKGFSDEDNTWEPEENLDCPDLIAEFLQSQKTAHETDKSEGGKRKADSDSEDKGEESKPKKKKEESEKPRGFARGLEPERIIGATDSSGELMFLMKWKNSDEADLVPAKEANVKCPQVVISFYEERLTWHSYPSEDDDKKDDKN
#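 HP1-beta protein (50 nM final) preincubated 30 min at room temperature with biotinylated H3(1-18)K9me3 peptide (50 nM) in PBS pH 7.4, 0.01% Tween-20, then compound added for 30 min. AlphaScreen streptavidin donor/nickel chelate acceptor beads (10 ug/mL final), 30 min dark, luminescence read.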
# GLS inh – qHTS for Inhibitors of Glutaminase (GLS). 0.21% of 410,000 active. Glutaminase kidney isoform, mitochondrial (Homo sapiens), O94925. GLS enzymatic activity, qHTS titration. Potency, µM (highest dose often 45.5 µM), for inactives: at the top dose activity change, negative = inhibition, usual class: inhibitors; further: potency means the concentration at half of the fitted maximal effect; on the % scale 0 is the no-effect control and ±100 the full control effect
#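 Coupled fluorescence readout: glutamate oxidase/HRP/Amplex Red detect glutamate formed by hKGA from L-glutamine (1 mM solution added). Buffer 45 mM KH2PO4 pH 8.2, 0.02% Tween-20; reads at t0 and 30 min RT.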
# POLH inh – qHTS for Inhibitors of Polymerase Eta; recombinant Pol eta, fluorescent DNA replication assay; AID 588591, 2011; 1.2% of 390,000 active; Potency, µM (series often up to 114 µM), without a hit: at the highest dose activity change, negative = inhibition, actives largely listed as inhibitors; further: potency means the concentration at half of the fitted maximal effect; on the % scale 0 is the no-effect control and ±100 the full control effect
#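 Pol eta (10 nM) was preincubated with compounds for 15 min at room temperature, after which fluorescent replication substrate (50 nM final) was added to start the reaction. Fluorescence was read kinetically at 0 and 10 min.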
# JMJD2A Tudor – qHTS Assay for Inhibitors of JMJD2A-Tudor Domain; AID 504339, 2011; Potency, µM (series often up to 114 µM), inactives show top-dose activity change, negative = inhibition, hits mostly inhibitors; Lysine-specific demethylase 4A (Homo sapiens), O75164; AlphaScreen JMJD2A-Tudor / H3K4me3 peptide binding; 4.4% of 390,000 active; further: potency means the concentration at half of the fitted maximal effect; on the % scale 0 is the no-effect control and ±100 the full control effect; nearly all actives have a fitted effect of over 50% in size
# BAZ2B inh – qHTS Assay for Inhibitors of BAZ2B; Bromodomain adjacent to zinc finger domain protein 2B (Homo sapiens), Q9UIF8; AID 504333, 2011; AlphaScreen BAZ2B-H3K14Ac peptide displacement; 4.4% of 360,000 active; Potency, µM (titrated, usually from 114 µM), without a hit: top-dose activity change, negative = inhibition, actives largely listed as inhibitors; further: potency means the concentration at half of the fitted maximal effect; on the % scale 0 is the no-effect control and ±100 the full control effect; nearly all actives have a fitted effect of over 60% in size
#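 Compounds, titrated to a top concentration of 110 uM, were incubated 30 min at room temperature with preformed BAZ2B/acetyl-K14 H3 peptide complex (50 nM each). Proximity signal was measured by AlphaScreen after 20 min with beads.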
# PI4K2A inh – qHTS for small molecular inhibitors of PI4K2A; Phosphatidylinositol 4-kinase type 2-alpha (Homo sapiens), Q9BTU6; 0.13% of 420,000 active; activity change, negative = inhibition, % at 76.9 µM; AID 1346378, 2018; purified PI4K2A, ADP-Glo luminescence, 1 h; stronger effect = lower value; in the data active means activity change below about -50%; inconclusive means mostly about -30% to -49%;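 further: -100% = wells without enzyme as full effect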
#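 In this quantitative HTS, ADP production by PI4K2A was quantified luminescently after 1 h at ambient temperature; 100 microM adenosine served as plate-quality control.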
# Pin1 inhibitor – qHTS Assay to Find Inhibitors of Pin1 | Peptidyl-prolyl cis-trans isomerase NIMA-interacting 1 (Homo sapiens), Q13526 | Pin1 FP peptide displacement, HiFluor488, 10 min | Potency, µM (highest dose often 115 µM), inactives show at the top dose activity, negative = inhibition, hits mostly inhibitors | 0.009% of 390,000 active | AID 504891, 2011; active means well fitted inhibition curve with a large enough effect in the polarisation, with a control signal flat, not every such curve was filed as active; inconclusive means small, poorly fitted or top-dose-only effect, or effect the other way, or a change in a side signal; inactive means no such curve, though single readings can be large or run the other way; the % refers to the polarisation; further: potency means the concentration at half of the fitted maximal effect; on the % scale 0 is the no-effect control and ±100 the full control effect
# G9a inh – qHTS Assay for Inhibitors of Histone Lysine Methyltransferase G9a. AID 504332, 2011. Histone-lysine N-methyltransferase EHMT2 (Homo sapiens), Q96KQ7. Potency, µM (series often up to 102 µM), inactives show at the highest dose activity, negative = inhibition, most hits filed as inhibitors. G9a H3K9 monomethylation, AlphaScreen, 2 h. 8.8% of 350,000 active; further: potency means the concentration at half of the fitted maximal effect; on the % scale 0 is the no-effect control and ±100 the full control effect; nearly all actives have a fitted effect of over 75% in size
# Target sequence (Q96KQ7 913-1193 limits assumed): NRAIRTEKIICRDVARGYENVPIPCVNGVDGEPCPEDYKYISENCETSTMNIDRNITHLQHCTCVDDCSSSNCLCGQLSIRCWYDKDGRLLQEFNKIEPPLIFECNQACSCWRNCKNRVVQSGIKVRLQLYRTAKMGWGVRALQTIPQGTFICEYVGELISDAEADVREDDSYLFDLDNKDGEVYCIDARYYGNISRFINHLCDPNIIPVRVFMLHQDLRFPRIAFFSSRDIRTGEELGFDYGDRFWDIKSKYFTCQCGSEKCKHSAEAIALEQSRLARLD
#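 Using a bead-based AlphaScreen, monomethylated H3K9 product from 2 h room-temperature reactions (G9a 20 nM, peptide 500 nM, SAM 20 uM) was detected with 0.5 ug/mL rabbit anti-H3K9me1 antibody.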
# Tb PGK inh – qHTS Assay to Find Inhibitors of Phosphoglycerate Kinase; Phosphoglycerate kinase, glycosomal (Trypanosoma brucei brucei), P07378; PGK/GAPDH coupled, Kinase-Glo luminescence, 60 min; Potency, µM (doses to about 57.5 µM), for the others: at the highest dose activity change, negative = inhibition, actives largely listed as inhibitors; 0.043% of 380,000 active; further: potency means the concentration at half of the fitted maximal effect; on the % scale 0 is the no-effect control and ±100 the full control effect; nearly all actives have a fitted effect of over 60% in size
# Target sequence (P07378 whole entry, looked up): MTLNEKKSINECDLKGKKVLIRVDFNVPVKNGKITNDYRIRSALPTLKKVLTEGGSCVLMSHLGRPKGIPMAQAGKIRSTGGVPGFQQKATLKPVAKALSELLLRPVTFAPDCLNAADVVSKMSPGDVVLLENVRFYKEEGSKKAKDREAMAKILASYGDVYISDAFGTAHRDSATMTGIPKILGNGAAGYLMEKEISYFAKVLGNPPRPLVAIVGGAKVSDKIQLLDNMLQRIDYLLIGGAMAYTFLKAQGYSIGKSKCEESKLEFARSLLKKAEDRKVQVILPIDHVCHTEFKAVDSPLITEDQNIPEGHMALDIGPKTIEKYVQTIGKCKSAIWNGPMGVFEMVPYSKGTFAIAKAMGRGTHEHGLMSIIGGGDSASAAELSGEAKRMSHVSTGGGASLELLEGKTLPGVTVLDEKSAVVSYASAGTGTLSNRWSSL
#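 Luminescent ATP detection (Kinase-Glo Plus) follows a 60-minute room-temperature incubation, with wells lacking PGK as controls. Buffer: 100 mM TEA (pH 7.6), 5 mM MgCl2, 0.01% Tween-20. Coupling enzyme GAPDH (100 nM final) supplies unstable 1,3-BPG in-well.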
# Active calls of the source: *; i = inactive; ? = inconclusive; / = no result given; & = joins results of further samples; [ ] = dose if it differs, or a comment. Unless noted, the call rests on the fitted dose curve; in most records, active means well fitted curve in the direction sought with a large enough effect; inconclusive means small, poorly fitted or top-dose-only effect, or another doubt; inactive means no such curve, though single readings can be large; an effect the other way counts as inactive or inconclusive. The list is partial; count on the stated rates, not on these rows.
SMILES,HP1b chromo inh,GLS inh,POLH inh,JMJD2A Tudor,BAZ2B inh,PI4K2A inh,Pin1 inhibitor,G9a inh,Tb PGK inh
Cc1ccc(SCC(=O)NNC(=O)CCS(=O)(=O)c2ccccc2)cc1,43%[activator],-7%,-13%,-11%,/,-1,-11%,/,-1%
Cc1ccc(S(=O)(=O)Nc2c(C(=O)O)[nH]c3ccccc23)cc1C,48%[activator],-8%,-18%,-26%,?,-7,?,16µM*,-10%
CCOc1ccc(C(=O)NC(=S)Nc2ccccn2)cc1[N+](=O)[O-],14%,15%,-4%,-20%,-31%,-9,-10%,?,5%
Cc1ccc(S(=O)(=O)N2CCCCC2C(=O)N2CCN(c3ccccc3F)CC2)cc1 (stereo not drawn),21%,3%,-19%,-4%,-24%,4,7%,3%[2.33 µM],20%
COc1cc(/C=C/CNC[C@H]2O[C@@H](n3ccc(=O)[nH]c3=O)[C@H](O)[C@@H]2O)ccc1O,29%,29%,-14%,-19%,/,-10,-10%,/,i
O=C(COc1cc(Cl)c(Cl)cc1Cl)N1CCN(c2ccccn2)CC1,34%,-6%,-19%,0%,-3%,5,7%,1%,7%
O=C(NCC(=O)N1CCN(c2ccccc2)CC1)c1ccccc1,61%[activator],40%[activator],6%,2%,3%,-18,3%,-6%,5%
COc1ccc(NC(=O)NNc2cc(N3CCOCC3)nc(N3CCOCC3)n2)cc1,36%,21%,-5%,-10%,-14%,-1,2%,0%,6%
O=C(CN1CCC(O)(c2ccc3c(c2)OCO3)CC1)OC1CCCCC1,7%,0%,1%,-4%,7%,-3,-12%,4%[12.7 µM],1%
Cc1ccc(-n2ccnc(NCCc3ccc(S(N)(=O)=O)cc3)c2=O)c(C)c1,2%,-1%,-18%,-23%,?,2,-4%,?,8%
COc1ccc(NC(=O)Cn2cnc3c(nc4n3CCCCC4)c2=O)c(OC)c1,4%,0%,-6%,-16%,1%,4,-1%,-31%[59 µM],i
Cc1ccccc1S(=O)Cc1ccc(C(=O)N2CCN(c3cccc(C)c3C)CC2)o1 (stereo not drawn),-8%,3%,/,-35%,?,5,-5%,?,/
CC(=O)Nc1ccc(Br)cc1C(=O)C(=O)O,23%,1%,-6%,-7%,5%,9,0%,-9%[59 µM],-1%
Cc1ccccc1-c1ccnc2[nH]n(-c3ccccc3)c(=O)c12,-15%&-1%,-4%&4%,-9%&2%,-16%&-21%,-15%&-33%,6&-2,?,?,12%&-9%
CCC(=O)Nc1ccc(NC(=O)C23CC4CC(CC(C4)C2)C3)cn1,30%[activator],1%,-5%,-16%,-39%,5,0%,?,5%
CC(C)C[C@@H](CNCC(=O)[C@H](Cc1ccccc1)NC(=O)c1[nH]cnc1C(=O)N[C@H](CN)CC(C)C)NC(=O)c1nc[nH]c1C(=O)N[C@@H](CC(=O)O)C(=O)O,37%,13µM*,?,28µM*,/,-8,/,/,i
COc1ccccc1N1CCN(S(=O)(=O)c2c[nH]c(=O)[nH]c2=O)CC1,40%[activator],1%,-12%,0%,9%,-1,-22%,20µM*,-4%
NC(=O)C1(N2CCCCC2)CCN(C(=O)Nc2ccc(C(F)(F)F)cc2)CC1,-7%,1%,/,-32%,1%,-4,1%,11%[59 µM],/
CCOC(=O)c1sc2nc(C3CC3)cc(-c3ccc(OC)cc3)c2c1N,88%[activator],1%,-9%,38%[activator],17%,9,-7%,22%,-9%
COC(=O)COc1cccc(/C=N/NC(=O)CCSc2ccccc2)c1,-8%,0%,6%,?,/,-4,-11%,-29%,0%

# 3 of the entries above in order of their number in POLH inh, largest number first:
SMILES,HP1b chromo inh,GLS inh,POLH inh,JMJD2A Tudor,BAZ2B inh,PI4K2A inh,Pin1 inhibitor,G9a inh,Tb PGK inh
COc1ccc(NC(=O)NNc2cc(N3CCOCC3)nc(N3CCOCC3)n2)cc1,36%,21%,-5%,-10%,-14%,-1,2%,0%,6%
COc1ccc(NC(=O)Cn2cnc3c(nc4n3CCCCC4)c2=O)c(OC)c1,4%,0%,-6%,-16%,1%,4,-1%,-31%[59 µM],i
Cc1ccc(S(=O)(=O)N2CCCCC2C(=O)N2CCN(c3ccccc3F)CC2)cc1 (stereo not drawn),21%,3%,-19%,-4%,-24%,4,7%,3%[2.33 µM],20%

# Next part.
SMILES,HP1b chromo inh,GLS inh,POLH inh,JMJD2A Tudor,BAZ2B inh,PI4K2A inh,Pin1 inhibitor,G9a inh,Tb PGK inh
Cc1ccc(C)c(NC(=S)N2CCC(NC(=O)C3CCCCC3)CC2)c1,35%,-12%,-17%,-4%,0%,-1,3%,17%,2%
COc1ccc(C(C)=O)cc1COC(=O)Cn1cnc2ccccc2c1=O,12%,1%,0%,-17%,-6%,6,-9%,50µM*,-7%
CC1=C(C(=O)Nc2cccc(C(=O)NCc3ccc(F)cc3)c2)SCCO1,9%,1%,-5%,-25%,-28%,-3,-15%,-4%,-8%
COc1ccc(Cl)cc1NC(=O)c1cc(C)no1,42%[activator],1%,-8%,-4%,5%,-4,0%,30%,-10%
CCC(C)(C)NC(=O)CN(C(=O)CCC(=O)Nc1nccs1)c1ccc(C)cc1,50%[activator],0%,-18%,-11%,6%,-2,-6%,-3%,3%
COc1ccc(S(=O)(=O)N(C)CC(=O)N2CCCC2)cc1Cl,-2%,7%,-6%,-9%,-11%,0,4%,-6%,10%
Cc1ccc(-n2c(C)c3c(C)nnc(C)c3c2C)cc1N,13%,-30%,-11%,-19%,-36%,4,0%,?,i
COc1ccc(Nc2c(-c3ccsc3)nc3nc(C)cc(C)n23)cc1,7%,10%,-12%,-32%,?,0,?,-23%[59 µM],0%
COc1ccccc1N1CC(C(=O)NCCN2C(=O)S/C(=C\c3cccnc3)C2=O)CC1=O (stereo not drawn),25%,-2%,-11%,-5%,2%,-6,-5%,3%[12.7 µM],-7%
Cc1ccc(CSc2nc3cccnc3n2Cc2ccc(C(=O)NCc3ccco3)cc2)cc1,7%,8%,-3%,-23%,-1%,-7,35%[activator],?,-2%
CCCOc1ccc(-c2nc[nH]c2[N+](=O)[O-])cc1,25%,0%,-2%,-16%,/,0,8%,26%,-6%
Cc1cccc(C)c1C(=O)N[C@@H](Cc1ccccc1)C(=O)O,52%[activator],-2%,-13%,-8%,-10%,-3,-1%,11%[59 µM],-9%
O=C(CN1C(=O)NC2(CCCC2)C1=O)Nc1ccc(F)c(Cl)c1,16%,6%,-2%,-3%,5%,3,-17%,?,3%
Cc1cccc(NC(=O)Cn2cc(S(=O)(=O)c3ccc(F)cc3)c(=O)c3cc4c(cc32)OCO4)c1,19%,-8%,-15%,-16%,-7%,3,6%,-34%[59 µM],3%
Cc1cc2ccccn2c1C(=O)c1ccc(Cl)c([N+](=O)[O-])c1,?,9%,-9%,?,11µM*,0,2%,-31%,6%
COc1ccc(NC(=O)NNC(=O)COc2ccc(Cl)cc2C)cc1OC,1%,-4%,-4%,-28%,1%,0,4%,98%[activator],-1%
Cc1occc1C(=O)NNC(=O)c1ccccc1C(=O)O,35%,1%,-7%,-6%,-24%,-6,3%,-45%,5%
COc1ccc(CC(=O)NCc2cccc(Cl)c2)cc1S(=O)(=O)N1CCOCC1,/,3%,0%,/,/,5,/,/,i
O=C(Nc1cccc(F)c1)[C@@H]1CCCN1,3%,-4%,1%,3%,1%,-7,-18%,?,-5%
CN=C(NC)SC1CC(=O)N(c2ccccc2)C1=O (stereo not drawn),17%,1%,4%,-3%,12%,-14,0%,-6%,-5%
Cc1ccc(-c2c(NC(=O)c3ccco3)oc3ccccc3c2=O)cc1,75%[activator],-7%,-8%,-9%,-17%,-2,1%,31%,2%
C[C@H](NC(=O)COc1ccc(Cl)cc1)C(=O)N1CCC2(CC1)NCCc1[nH]cnc12,8%,0%,-23%,-24%,-21%,1,-4%,-10%,8%
CCCCCCN1C[C@@H](O)[C@H](n2cc(COC(=O)c3ccccc3)nn2)C[C@@H]1c1ccccc1,/,0%,-19%,/,/,-1,/,/,0%
Cc1ccccc1NC(=S)NN1CCN(C)CC1,22%,-7%,-5%,-10%,3%,6,7%,46%[12.7 µM],i
Cc1ccc(CSc2ccc(-c3ccc4c(c3)OCO4)nn2)cc1,19%,-1%,-14%,8%,-2%,-5,5%,50µM*,-10%

# Looked up by structure from the list above (2):
SMILES,HP1b chromo inh,GLS inh,POLH inh,JMJD2A Tudor,BAZ2B inh,PI4K2A inh,Pin1 inhibitor,G9a inh,Tb PGK inh
CCCCCCN1C[C@@H](O)[C@H](n2cc(COC(=O)c3ccccc3)nn2)C[C@@H]1c1ccccc1,/,0%,-19%,/,/,-1,/,/,0%
Cc1ccc(C)c(NC(=S)N2CCC(NC(=O)C3CCCCC3)CC2)c1,35%,-12%,-17%,-4%,0%,-1,3%,17%,2%
